Tat transport = inhibitors of E. coli Tat protein transport; E. coli MC4100 TorA-mCherry Tat export, fluorescence; hit rate 0.036% among 340,000; inhibition, % at 10 µM;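 active means mean replicate inhibition at least 50% and at least half of replicates individually reaching 50%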;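 further: exported cargo escapes ClpAP degradation while cytoplasmic cargo is degraded and loses fluorescence; 0% = median of neutral control wells and 100% = median of NaSCN control wells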
SUMO Mot1 rescue = SUMOylation pathway inhibition by Mot1-301 growth rescue; S. cerevisiae Mot1-301 growth rescue, ATP luminescence, 38.5C; percent above DMSO median, 100 means doubled; hit rate 1% among 320,000; growth rescue, % at 18.8 µM; AID 2716;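 active means every valid replicate shows activation above 250% relative to neutral control wells; inactive means the rest, any valid replicate at or below 250%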;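 further: OY570 slx delta 5 strain wells were the positive control but not used for scaling; some compounds called inactive have numbers as strong as hits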
PKA-R1A activ = activates the PKA-R1A holoenzyme complex | P00514+P68181 | PKA-R1A dissociation, Cy5-IP20 fluorescence polarization; scaled: DMSO 0%, 113 µM cGMP 100% | activation, % at 11.4 µM | hit rate 0.083% among 340,000;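 active means percent activation above the mean of all tested compounds plus 3 SD, cut at about 19% in these data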;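 further: higher means more PKAc released from R1A so a rise in polarization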
AddAB inh = less growth of phage-infected E. coli with AddAB | inhibition, % at 11.9 µM | AID 435030 | E. coli expressing H. pylori AddAB, absorbance growth | hit rate 0.29% among 330,000; in the data active means inhibition above about 12%;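 further: 0% = vehicle wells of infected cells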
DAGLB inh = diacylglycerol lipase beta (human) inhibition | Q8NCG7 | hit rate 0.059% among 340,000 | inhibition, % at 5.17 µM | HEK293T DAGLB membrane lysate, EnzChek fluorogenic substrate | AID 504411; in the data active means inhibition above about 34%;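 further: 0% = enzyme with vehicle and 100% = wells lacking enzyme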
HTR5A inv ctr = counter-screen for OPRM1-OPRD1 inverse agonists: human HTR5A inverse agonism; P47898; HTR5A cell line, luminescence; inhibition, % at 9.3 µM; hit rate 0.083% among 340,000; in the data active means inhibition mostly above about 23%, no sharp cut-off; inactive means mostly below about 18%;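 further: 0% = cells with DMSO and 100% = no-cell wells with DMSO; some compounds called inactive have numbers as strong as hits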
CDK5 inh = inhibitors of human CDK5/p35 kinase; Recombinant CDK5/p35, ADP-Glo luminescence, 60 min; inhibition, % at 10 µM; hit rate 0.01% among 330,000;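 active means highest replicate inhibition of at least 50% and at least 75% of replicates reaching 50%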;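 further: plate controls were DMSO neutral control for no effect and GW8510 at 10 µM for full effect; many of its hits are not listed in these tables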
Target sequence (Q00535 whole entry, looked up): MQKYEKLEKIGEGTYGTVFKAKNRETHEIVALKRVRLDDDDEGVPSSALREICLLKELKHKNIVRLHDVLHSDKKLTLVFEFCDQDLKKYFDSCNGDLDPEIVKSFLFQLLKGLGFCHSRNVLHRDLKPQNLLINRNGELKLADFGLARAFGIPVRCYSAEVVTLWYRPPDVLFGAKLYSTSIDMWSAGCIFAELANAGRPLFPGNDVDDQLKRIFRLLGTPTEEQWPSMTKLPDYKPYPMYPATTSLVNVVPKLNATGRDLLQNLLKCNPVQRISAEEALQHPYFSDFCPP
Target sequence (Q15078 whole entry, looked up): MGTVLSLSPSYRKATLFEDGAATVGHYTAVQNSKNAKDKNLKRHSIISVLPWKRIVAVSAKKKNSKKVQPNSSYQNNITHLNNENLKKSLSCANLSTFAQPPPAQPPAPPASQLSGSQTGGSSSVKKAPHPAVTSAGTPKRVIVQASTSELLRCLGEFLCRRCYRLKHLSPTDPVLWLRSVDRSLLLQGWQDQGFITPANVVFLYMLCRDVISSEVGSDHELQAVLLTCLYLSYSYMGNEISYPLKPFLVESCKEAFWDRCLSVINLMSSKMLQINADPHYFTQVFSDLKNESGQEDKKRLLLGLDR
HTR5A ag = counter-screen for OPRM1-OPRD1 agonists: human HTR5A agonism; HTR5A agonist assay, luminescence, cell-based; activation, % at 9.3 µM; hit rate 0.61% among 340,000; AID 504692; in the data active means activation mostly above about 9.5%, no sharp cut-off; inactive means mostly below about 7.6%;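 further: 0% = cells with vehicle only and 100% = reference agonist; strong numbers were not always called active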
phage Ecoli inh = E. coli growth loss with phage present. growth absorbance. inhibition, % at 11.9 µM. hit rate 0.26% among 360,000; in the data active means inhibition above about 11%
E coli growth = reduces bacterial viability in AddAB counter-screen; E. coli V3065 growth, OD600 absorbance, 18 h; inhibition, % at 11.9 µM; hit rate 0.27% among 330,000;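 active means inhibition above the campaign's mean inhibition across all tested compounds plus 3 SD, cut at about 9.9% in these data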;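 further: uninfected addAB+ strain grown without phage in ampicillin broth; 0% = DMSO wells and 100% = ciprofloxacin 0.95 µg/ml wells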
PKA-R2B act = activators of human PKA-R2B complex | PKA-R2B holoenzyme dissociation, Cy5-IP20 fluorescence polarization; R2B truncated from residue 108, S112A mutant; 0% DMSO only, 100% 113 µM cGMP | P22694+P31323 | hit rate 0.079% among 340,000 | activation, % at 11.4 µM;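 active means activation above a cutoff set at the mean over all compounds plus 3 SD, cut at about 18% in these data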;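 further: higher means more holoenzyme dissociation and a rise in polarization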
Target sequence (P31323 whole entry, looked up, other chains not shown, the tested form may be a part): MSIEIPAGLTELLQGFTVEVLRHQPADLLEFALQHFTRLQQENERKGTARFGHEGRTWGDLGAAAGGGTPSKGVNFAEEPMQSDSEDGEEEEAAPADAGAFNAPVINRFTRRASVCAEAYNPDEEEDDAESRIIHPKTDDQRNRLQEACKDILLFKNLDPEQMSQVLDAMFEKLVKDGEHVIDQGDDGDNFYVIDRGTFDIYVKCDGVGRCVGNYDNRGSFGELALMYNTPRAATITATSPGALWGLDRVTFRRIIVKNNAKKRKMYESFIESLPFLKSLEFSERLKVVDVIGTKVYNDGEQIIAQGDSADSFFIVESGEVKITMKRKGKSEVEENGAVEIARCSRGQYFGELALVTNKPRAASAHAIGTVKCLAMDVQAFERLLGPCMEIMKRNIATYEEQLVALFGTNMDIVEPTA
* = called active by the depositor; . = no result given.

SMILES	Tat transport	SUMO Mot1 rescue	PKA-R1A activ	AddAB inh	DAGLB inh	HTR5A inv ctr	CDK5 inh	HTR5A ag	phage Ecoli inh	E coli growth	PKA-R2B act
CCCCn1c(CNC(=O)C23CC4CC(CC(C4)C2)C3)nnc1SCC(=O)Nc1nnc(C)s1	-8	16	10	-1.1	-3	-4	0.5	0	2.6	-3.4	4
Cc1ccc(N2CC(=O)N(c3ccc(C)cc3)CC2=O)cc1	-4	11	-6	-0.5	-2	2	-1.0	2	-1.4	1.1	8
N#Cc1nc(Cc2ccccc2)oc1N1CCC(Cc2ccccc2)CC1	4	181	1	2.9	-12	-10	-1.2	4	1.9	0.0	2
COc1ccc(NC(=O)c2ccco2)c(NC(=O)c2ccc([N+](=O)[O-])cc2)c1	-2	-13	4	2.4	4	-6	0.2	3	1.7	0.2	7
Cc1cc(C)n(CCNC(=O)C2CCC(=O)N(Cc3ccc(Cl)cc3)C2)n1 (stereo unspecified)	2	2	11	1.4	2	8	-0.6	-1	-2.9	2.9	7
O=C(N/N=C\c1ccc[nH]1)c1cncc(Br)c1	-1	2	-5	2.7	2	-19	.	5	2.6	3.6	3
COc1cccc2c1SCc1ccccc1C2CC(N)=O (stereo unspecified)	-3	144	-5	1.9	0	-16	0.8	-2	3.2	-1.2	-5
COc1ccccc1NS(=O)(=O)c1cccc(C(=O)N2CCCC2)c1	3	-19	5	1.3	0	-20	1.0	8	0.8	1.2	6
COc1cc(S(=O)(=O)N(Cc2ccc(C)cc2)Cc2ccco2)ccc1-n1cnnn1	2	9	8	1.1	-2	11	-1.1	1	-2.3	0.2	-3
O=C(c1cc([N+](=O)[O-])cc([N+](=O)[O-])c1)N1CCN(C(=O)c2ccco2)CC1	0	7	5	2.0	1	15	1.0	-3	3.6	0.3	-10
Cc1cccc(C(=O)NCC(=O)N2CCN(S(=O)(=O)/C=C/c3ccccc3)CC2)c1	6	.	4	1.4	3	1	0.2	-5	2.2	-1.9	0
COc1cc(NC(=O)c2ccccc2)c(OC)cc1NC(=O)CN1CCN(c2ccccn2)CC1	3	-4	-22	2.1	0	-12	-1.1	5	-1.9	-1.7	-2
COc1ccccc1-c1nnc2n1N=C(C)CS2	-2	-12	11	-0.6	0	-5	1.2	-3	2.8	0.8	1
CCOC(=O)C1=C(CC)Nc2ccccc2N=C1NC(=O)Nc1ccccc1OC	-2	15	8	1.8	-5	-13	-1.7	1	0.1	-1.8	7
C=CCn1c(SCC(=O)c2ccc(OC)cc2)nnc1C(C)NC(=O)c1cccs1 (stereo unspecified)	-7	-1	6	-0.4	1	18	-0.1	4	0.2	-1.7	2
CC(=O)Nc1ccc(CN2CCN(Cc3ccc(C)cc3)C(CCO)C2)cc1 (stereo unspecified)	-5	-6	0	0.3	-1	-15	0.2	4	2.1	-0.6	-1
O=C(COC(=O)CCNS(=O)(=O)c1ccccc1)NNC(=O)c1ccccc1	11	25	2	0.3	2	-4	0.1	2	1.1	-1.7	-7
CCOc1ccccc1NC(=S)Nc1ccc2cn[nH]c2c1	-7	.	-13	-2.3	2	-21	8.3	7	2.6	-1.2	-10
NC1=NC2(CCCCC2)N=C(Nc2ccc(Br)cc2)N1	0	-5	-8	1.1	2	2	1.8	4	2.4	0.3	-7
CCc1cccc(CC)c1NC(=O)C(NS(=O)(=O)c1cccs1)c1ccccc1 (stereo unspecified)	0	5	-5	3.4	1	-12	0.3	10	0.8	2.5	-8
COC(=O)c1nc(-c2ccccc2)n[nH]1	-1	-10	7	6.2	0	-26	1.2	9	1.4	1.3	5
CCOc1ccc2nc(CN3CCN(Cc4ccccc4OCC)C(CCO)C3)ccc2c1 (stereo unspecified)	1	511*	3	2.0	-3	-12	0.3	3	-1.8	-3.3	5
CCCCn1c(NC(=O)C2CCCCC2)nc2ccccc21	-4	-6	5	0.4	0	3	-0.7	-1	0.9	-4.3	13
CCOC(=O)C1(Cc2ccccc2C)CCCN(C(=O)CCc2cccnc2)C1 (stereo unspecified)	2	782*	2	3.3	1	6	-3.6	6	2.8	-0.4	-3
COc1ccc(NC(=O)c2ccccn2)cc1	5	-7	-5	3.7	0	7	1.2	-3	.	2.8	-11
CCn1c2ccccc2c2cc(NC(=S)N3CCOCC3)ccc21	-4	-2	1	0.6	2	5	0.4	-2	3.1	-0.9	-11
CCN1CCN(CCCN(Cc2ccco2)C(=S)Nc2ccc(Cl)c(C)c2)CC1	-8	-6	-3	0.5	0	-23	-0.8	4	4.6	-1.4	-4
CN(C)C1=NCCN1CC1CCCC1	-1	305	-13	3.5	2	-15	0.0	1	1.3	1.4	-5
COc1cc(OC)c(NC2=NCCCCC2)cc1Cl	-3	605	-1	-1.6	2	12	-0.8	2	2.4	-4.5	3
COc1ccc(CCNC(=O)CC(=O)NCCc2ccc(OC)cc2)cc1	8	78	-1	1.3	-1	-9	-0.4	1	0.5	-2.5	-5

A second format for three compounds above:
mol,Tat transport,SUMO Mot1 rescue,PKA-R1A activ,AddAB inh,DAGLB inh,HTR5A inv ctr,CDK5 inh,HTR5A ag,phage Ecoli inh,E coli growth,PKA-R2B act
CCCCn1c(CNC(=O)C23CC4CC(CC(C4)C2)C3)nnc1SCC(=O)Nc1nnc(C)s1,-8,16,10,-1.1,-3,-4,0.5,0,2.6,-3.4,4
Cc1ccc(N2CC(=O)N(c3ccc(C)cc3)CC2=O)cc1,-4,11,-6,-0.5,-2,2,-1.0,2,-1.4,1.1,8
N#Cc1nc(Cc2ccccc2)oc1N1CCC(Cc2ccccc2)CC1,4,181,1,2.9,-12,-10,-1.2,4,1.9,0.0,2

Going on with the list.
SMILES	Tat transport	SUMO Mot1 rescue	PKA-R1A activ	AddAB inh	DAGLB inh	HTR5A inv ctr	CDK5 inh	HTR5A ag	phage Ecoli inh	E coli growth	PKA-R2B act
CCOC(=O)C1=C(CSc2nc3ccccc3s2)NC(=O)NC1c1cc(C)ccc1C (stereo unspecified)	-3	5	-1	0.9	3	9	1.9	3	0.0	-1.1	4
Cc1nn(-c2ccccc2)c2sc(C(=O)NC3CCCCC3)cc12	-1	10	8	0.0	-8	4	-3.9	-2	0.8	1.7	-8
CCOc1ccccc1OCCN1CCC(Cc2ccccc2)CC1	2	-4	-5	-1.8	-3	-1	-0.4	-1	-0.9	-1.5	-1
CCNC(=S)/C(=C(/[O-])c1ccc([N+](=O)[O-])cc1)[n+]1ccccc1	-3	1	6	-0.8	3	-13	0.3	4	2.1	0.1	-6
Cc1ccccc1S(=O)(=O)Cc1ccc(C(=O)NC2CC2)o1	-8	300	3	0.2	4	9	-1.0	-2	1.6	0.9	-9
COc1ccc(-c2cc(C(=O)OCC(=O)N3CCCCC3)c3ccccc3n2)cc1OC	1	-7	2	-0.2	-4	-19	1.0	5	1.8	-1.6	-2
CC(C)(C)c1ccc(S(=O)(=O)Nc2cccc(C3OCCCO3)c2)cc1	0	2	-6	5.0	-1	-9	-1.4	3	3.3	0.0	5
CCOC(=O)C1CNc2cc(S(=O)(=O)CC)ccc2O1 (stereo unspecified)	-3	-12	-7	6.2	0	-11	-0.3	4	2.5	-0.5	-3
Cc1ccc(NC(=O)C2CCC(N3C(=O)C4CCCCC4C3=O)CC2)cc1 (stereo unspecified)	-11	52	3	2.2	-1	10	0.3	-4	3.9	2.5	-3
COc1cc(NC(=O)c2cc(-c3ccccc3)nc3c2cnn3C(C)C)cc(OC)c1OC	8	15	-8	-1.9	-5	7	1.6	-3	.	-0.7	-2
Cc1ccc(S(=O)(=O)NCCC(=O)NCCN2CCCCCC2)cc1	-4	1	-13	0.9	0	-2	2.0	1	0.0	-0.4	-14
Cc1ccc(C)c(C(=O)CSc2n[nH]c(-c3ccncc3)n2)c1	-7	6	-7	-1.8	-5	-30	2.8	2	0.4	-2.0	3
COc1ccc(OC)c(S(=O)(=O)N2CCCC(C)C2)c1 (stereo unspecified)	14	3	3	5.2	0	-9	-7.0	3	2.6	-0.9	-12
Cc1ccc(/C(O)=C2/C(=O)C(=O)N(CCCn3ccnc3)C2c2cccnc2)cc1 (stereo unspecified)	-5	.	-2	.	1	-12	2.9	4	-0.8	.	-1
NS(=O)(=O)c1ccc(NC(=O)c2cc(Cl)ccc2Cl)cc1	-3	0	-3	2.4	-4	-4	-1.2	1	4.7	1.3	-4
CCOc1ccc(NS(=O)(=O)c2ccc(C(=O)N3CCN(c4ncccn4)CC3)cc2)cc1	-2	29	-8	-0.7	-2	-10	-1.7	4	4.4	0.9	-9
CCn1nc(C)cc1C(=O)N1CCCC(C(=O)c2ccc3ccccc3c2)C1 (stereo unspecified)	-4	-10	2	-1.5	-1	8	-0.1	3	3.0	0.7	4
O=C(NCc1ccc(Cl)cc1)C1CCN(c2nnc(N3CCCC3=O)s2)CC1	3	-22	10	2.0	0	-6	0.1	-2	4.0	0.3	-3
COc1ccc(NC(=O)Nc2ccc3c(c2)C(=O)N([C@H](C)CO)C[C@H](C)[C@@H](CN(C)C(=O)Nc2ccc4c(c2)OCO4)O3)cc1	-8	112	8	-2.1	1	-11	0.3	4	1.3	-2.5	-5
COc1cccc(S(=O)(=O)NCc2ccc(C(=O)Nc3ccc(C)cc3)cc2)c1	3	-2	0	3.6	-4	-13	-1.0	5	0.8	-2.1	-4
COc1cc(C(=O)NCC2CCCO2)ccc1OCc1ccccc1Cl (stereo unspecified)	5	19	3	0.6	-2	-29	1.3	3	-0.7	2.4	-19
COC(=O)C1CCN(CC(=O)Nc2ccccc2Sc2ccccc2)CC1	-4	-4	-8	0.7	-6	17	1.2	-7	3.5	-0.6	-3
C=CCOc1c(Br)cc(/C=N/n2c(CC)n[nH]c2=S)cc1Br	-2	-8	1	3.1	-1	-22	-1.3	-6	2.6	1.2	4
COc1ccc(N(CCC#N)C(=O)/C(C#N)=C\c2cccs2)cc1	1	-11	-13	2.4	2	3	1.3	4	5.5	-0.2	-15
COc1ccc(N2C(=O)[C@H]3[C@@H](C2=O)C2c4ccccc4C=NN2[C@H]3C(=O)C(C)(C)C)cc1 (stereo partly specified)	7	16	-1	1.6	-4	-8	-1.1	3	5.0	-0.3	2
CC(=O)Nc1nnc(CCS(=O)(=O)c2ccc(C)c(C)c2)s1	-5	3	-1	0.9	-1	-18	1.9	0	3.9	3.6	0
CCOC(=O)c1c(NC(=O)Cc2cccs2)sc(C(=O)NC2CCCC2)c1C	-5	392	-1	3.4	-10	-23	0.8	4	2.0	-1.5	3
O=C(CN1C(=O)COc2ccc(S(=O)(=O)N3CCCCCC3)cc21)NCc1ccc(F)cc1	0	222	8	7.0	-1	11	-0.2	-4	2.0	0.0	5
Cc1c(C#N)c2ncn(Cc3ccccn3)c(=O)c2n1-c1ccccc1	-13	11	2	3.9	-2	11	0.2	-5	2.7	0.2	5
CC(=O)c1ccc(NC(=S)NC(=O)/C=C/c2ccco2)cc1	-2	-2	-4	0.8	1	6	-0.4	-2	1.6	2.5	1
COc1ccc(CNC(=O)c2ccccc2[N+](=O)[O-])cc1	-1	21	2	0.0	-4	-4	0.9	7	.	-2.0	-3
COc1ccccc1-n1nc(C)cc1N	-7	7	9	1.4	-3	4	0.8	2	2.6	1.9	6
CCCn1c(=S)[nH]c2ccc(C(F)(F)F)cc21	12	-15	-9	5.5	-4	-32	0.0	0	1.8	0.7	-3

Source: PubChem
